LGR2 antag: inhibitors of bursicon-induced Drosophila LGR2 receptor cAMP signaling. HEK293 LGR2, CRE-luciferase, bursicon-stimulated, 4 h. inhibition, % at 9.99 µM. 380,000 compounds, 0.35% hits;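 active = drop in luminescence signal, shown as inhibition above about 50% in the replicate tests, limit read from the data, passing the limit was not always enough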;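 also: agonist challenge used bursicon conditioned medium at about half maximal strength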
ARNT TACC3 PPI: ARNT/TACC3 interaction disruption; Q9Y6A5; AlphaScreen His-ARNT PAS-B/GST-TACC3 binding, luminescence; TACC3 fragment carries E629A point mutation; inhibition, % at 9.99 µM; 390,000 compounds, 0.66% hits;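 active = mean inhibition of replicates at least 50% and at least half of replicates each reaching 50%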;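 also: 0% = complete ARNT plus TACC3 wells and 100% = ARNT alone without TACC3; many hits fall short of the cut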
Numbers without * were called inactive. A portion of the library (hit frequency here may not be typical).

SMILES,LGR2 antag,ARNT TACC3 PPI
O=S(=O)(N1CCCCC1)N1CCCN(S(=O)(=O)N2CCCCC2)CC1,-1,9
COC(=O)c1ccc(C2CC(=O)Nc3cc(OC)c(OC)c(OC)c32)cc1 (stereo unspecified),27,0
COc1ccc(NC(=O)C(NC(C)=O)C(=O)NCc2ccccc2OC)cc1 (stereo unspecified),-1,8
CCCC(=O)n1nc(-c2ccc(OC)cc2)nc1N,9,-5
C=CCN(C(=O)Cn1c(C(=O)OC)cc2oc(C)cc21)c1ccccc1,-4,-4
O=C(O)c1ccccc1C(=O)OCc1ccccc1,-23,-2
CN1C(=S)SC(C)(C)C1NO (stereo unspecified),-7,-4
CCOc1ccccc1OCC(=O)Nc1ccc(S(=O)(=O)Nc2ncccn2)cc1,16,37
CC(C)NC(=O)CN1CCC(O)(c2ccccc2)CC1,23,-1
O=c1oc(-c2cccs2)nc2sc3c(c12)CCCCC3,-53,3
CCOC(=O)N1CCN(c2nnnn2-c2ccccc2)CC1,23,-5
CC(=O)CSc1nsc(SCC(C)=O)c1C#N,9,17
COC(=O)COc1ccc(S(=O)(=O)Nc2ccc(NC(C)=O)cc2)cc1C,30,-5
O=C(NNC(=O)C1CC1c1ccccc1)Nc1cccc(Cl)c1 (stereo unspecified),17,-4
CC(=O)Oc1ccc(C(=O)Cc2ccccn2)c(O)c1,5,-4
CCN1CCCC1CNC(=O)c1ccccc1Cl (stereo unspecified),6,2
O=C(NNC(=O)c1ccc(SCC2CCCO2)c([N+](=O)[O-])c1)c1ccc(F)cc1 (stereo unspecified),24,-6
Cc1nn(-c2ccccc2)c(Cl)c1/C=N/Nc1ccc(S(=O)(=O)Nc2ccccc2C(=O)O)cc1[N+](=O)[O-],-5,2
COc1ccccc1C(c1nnnn1C(C)(C)C)N1CCN(C(=O)c2ccco2)CC1 (stereo unspecified),-12,3
O=C1CCCCCN1C(=O)c1ccc(C(=O)N2CCCCCC2=O)cc1,-3,-7
O=C1CC(N2CCOCC2)C(=O)N1c1cccc(Cl)c1 (stereo unspecified),8,9
CC1C(=O)Nc2ccccc2N1C(=O)C1CC1 (stereo unspecified),3,-6
COc1cc(S(=O)(=O)NCc2ccc3c(c2)OCO3)ccc1Cl,2,-1
CCS(=O)(=O)Nc1cc(C(=O)OC)ccc1C(=O)OC,17,5
O=c1cc(-c2ccccc2)nc2n1Cc1ccccc1-2,-13,-4

Structures shown so far with a furan ring, fused or not (two):
SMILES,LGR2 antag,ARNT TACC3 PPI
C=CCN(C(=O)Cn1c(C(=O)OC)cc2oc(C)cc21)c1ccccc1,-4,-4
COc1ccccc1C(c1nnnn1C(C)(C)C)N1CCN(C(=O)c2ccco2)CC1 (stereo unspecified),-12,3

Additional results
SMILES,LGR2 antag,ARNT TACC3 PPI
CCCCNC(=O)c1ccc(N2CCOCC2)c(NS(=O)(=O)c2ccc(OC)cc2)c1,-3,-9
COc1ccc(C2CC(=O)C3=C(C2)NC(C)=C(C(=O)Nc2ccccc2C)C3c2coc3ccc(C)cc3c2=O)cc1OC (stereo unspecified),1,10
CCc1ccccc1NC(=O)/C(=C/c1ccccc1)c1ccccc1,3,9
O=C(O)C1CCCCC1C(=O)NCCCCc1ccccc1 (stereo unspecified),9,-2
COc1ccc(Sc2ccc(/C=C3\C(=O)NN(c4ccccc4)C3=O)o2)cc1,-12,-24
O=C(O)c1ccc2c(=O)n3c(nc2c1)/C(=C/c1cccc(Cl)c1Cl)CCCC3,21,2
CC(C)N1C(=O)CCC1C(=O)N1CCCc2ccccc21 (stereo unspecified),-4,13*
COc1ccc2c(c1)CCc1c(C(=O)NCCCn3ccnc3)noc1-2,30,-1
Cc1ccccc1C(=O)c1c[nH]c(C(=O)NCc2cccs2)c1,-1,-4
O=C1C(SC(F)(F)C(F)F)=C(C(F)(F)F)OC2C3C=CC(C3)C12 (stereo unspecified),-13,-7
CSc1ccccc1N=Cc1nc(-c2ccccc2)oc1O,7,2
CCOC(=O)c1sc(=S)n(CC)c1NC(=O)CC,2,-3
O=C(NCc1ccc2c(c1)OCO2)c1cccc(S(=O)(=O)N2CCOCC2)c1,-7,-4
CC(C)CNC(=O)NC(=O)COc1c(F)c(F)cc(F)c1F,17,1
O=C(Cc1sc(-c2ccccc2)nc1-c1ccccc1)Nc1ccc(Cl)cc1,4,16
O=C(Nc1ccccc1F)c1ccco1,-18,1
COCc1nnc(NC(=O)CCC2CCCCC2)s1,-14,0
Cc1nc(SCC(=O)N2c3ccccc3Sc3ccccc32)n[nH]1,2,-15
CCOc1ccc(C(=O)C2CCN(C(=O)c3ccccc3C(=O)O)CC2)cc1,29,-62
COc1ccccc1C(C)NC(=O)c1ccc(C)o1 (stereo unspecified),-9,-1
CCOc1ccccc1NC(=O)c1ccc(Cl)c(NC(=O)CC(c2ccccc2)c2ccccc2)c1,10,2
CC(C)CNC(=S)NNC(=O)c1ccc2c(c1)OCO2,-1,3
O=C(CNC(=O)c1ccccc1)OCC(=O)N1c2ccccc2Sc2ccccc21,-14,-4
CCNc1nc(NCC)nc(Oc2ccc(N)cc2)n1,-27,9
COc1ccc(COCC(O)CN2CCOCC2)cc1OC (stereo unspecified),10,-11

Structural class: the compounds so far with an aryl thioether with sulfur outside any ring
SMILES,LGR2 antag,ARNT TACC3 PPI
CC(=O)CSc1nsc(SCC(C)=O)c1C#N,9,17
O=C(NNC(=O)c1ccc(SCC2CCCO2)c([N+](=O)[O-])c1)c1ccc(F)cc1 (stereo unspecified),24,-6
COc1ccc(Sc2ccc(/C=C3\C(=O)NN(c4ccccc4)C3=O)o2)cc1,-12,-24
CSc1ccccc1N=Cc1nc(-c2ccccc2)oc1O,7,2
Cc1nc(SCC(=O)N2c3ccccc3Sc3ccccc32)n[nH]1,2,-15

Additional results follow:
Values run as follows: LGR2 antag	ARNT TACC3 PPI
> C=CCn1c(SCCOc2ccc(OC)cc2)nnc1C(C)NC(=O)Cc1ccc(OC)cc1 (stereo unspecified)
  27	-4
> Cc1cc(C(F)(F)F)nc(SCC(=O)NC2=NC(=O)C(C)S2)n1 (stereo unspecified)
  10	11
> Cc1ccccc1-c1nn2c(-c3ccccc3)nnc2s1
  -29	-2
> COc1ccc2nc(C)cc(SCC(=O)N/N=C/c3cccc4ccccc34)c2c1
  6	-1
> O=S(=O)(c1cccc(-n2cnnn2)c1)N1CCOCC1
  7	-8
> CCN1CCN(C(c2cccs2)C(C)NS(=O)(=O)c2ccc(Br)cc2)CC1 (stereo unspecified)
  17	-5
> CCNC(=O)CC1C(=O)N(c2ccc(OC)cc2)C(=O)N1Cc1ccc(OC)cc1 (stereo unspecified)
  -8	-1
> COCCCNC(=O)COc1ccc(S(=O)(=O)NCc2ccccc2)cc1Cl
  44	-10
> Cc1nnc2c(-c3ccccc3)nc3ccccc3n12
  10	-11
> O=C(c1ccco1)N1CCN(C(c2ccccc2Cl)c2nnnn2CC2CCCO2)CC1 (stereo unspecified)
  0	-7
> N#Cc1c2c(c(-c3ccco3)[nH]c1=O)CCCC2
  -3	7
> CCc1cccc(CC)c1NC(=O)c1ccccc1CCc1ccccc1
  2	0
> C=CCN1C(=O)/C(=C2/Sc3ccccc3N2CCCS(=O)(=O)O)SC1=S
  4	4
> Cc1cccc(OCCCC(=O)Nc2ccc3c(c2)OCO3)c1
  -18	0
> COC(=O)c1nnn(CC(=O)NC(=O)Nc2ccccc2)c1C(=O)OC
  20	7
> Cc1ccc2cc(C)c(N3CCN(c4ccccn4)CC3)nc2c1
  -38	-13
> CCOC(=O)c1ccc(Nc2nc(C)cc(C)c2C#N)cc1
  -2	-3
> CN(c1ccccc1C(=O)Nc1cccnc1)S(C)(=O)=O
  1	-2
> N#CC1=C(O)CCCn2c1nc1ccccc1c2=O
  0	0
> COc1ccc(Cc2nnc(NC(=O)Cn3cnc4c3c(=O)n(C)c(=O)n4C)s2)cc1OC
  -18	-3
> O=C1N(Cc2ccc(F)cc2Cl)c2ccccc2C12OCCCO2
  17	-3
> Cc1ccc(C2=[N+]([O-])C3(CCCCC/C3=N\O)N(O)C2(C)C)o1 (stereo unspecified)
  6	26
> CCCCCCOC(=O)C1=C(C)NC(=O)NC1c1ccc(O)cc1 (stereo unspecified)
  -5	-3
> O=C(NCc1ccccc1)C1C2C=CC3(CN(Cc4cccnc4)C(=O)C13)O2 (stereo unspecified)
  -22	-5
> CC(=O)Nc1ccc(NC(=O)CSc2nnc(-c3ccco3)n2Cc2ccco2)cc1
  24	-3
> CCCOc1ccc(C(=O)NC(C)C(=O)O)cc1 (stereo unspecified)
  18	0
> Cc1ccc(NC(CC(=O)c2ccccc2)c2ccc(F)cc2)cc1 (stereo unspecified)
  -37	-3
> Cc1c(N/C=C/C(=O)c2cccs2)c(=O)n(-c2ccccc2)n1C
  -13	1
> CCOc1cc(C(=O)OCC(=O)Nc2cc(C)on2)cc(OCC)c1OCC
  0	-1
> Cn1c(NCC(O)c2ccccc2)nc2c1c(=O)n(Cc1ccc(Cl)cc1)c(=O)n2C (stereo unspecified)
  8	27
> CCC(c1nnnn1Cc1ccc(F)cc1)N(CCCO)Cc1cc2cc3c(cc2[nH]c1=O)OCO3 (stereo unspecified)
  -7	0
> COc1ccc(NC(=O)CSc2nnc(Cn3nnc4ccccc43)n2C)cc1
  -2	-2
> COc1ccc(C(=O)OCCN2CCOCC2)cc1OC
  -8	-7
> CCOC(=O)C1CCN(C(=O)c2sc3nc(C)nc(N4CCC(C)CC4)c3c2C)CC1
  -27	5
> CCCS(=O)(=O)NCCc1cc2c(OC)ccc(OC)c2[nH]c1=O
  4	-2
> C=CCn1c(SCC(=O)N2CCc3ccccc3C2)nnc1-c1ccncc1
  -13	0
> CSc1nc2cc(F)c(F)cc2n1C
  -6	-6
> CCn1nnc(C(=O)O)c1C(=O)O
  2	-2
> CCCCOc1ccc(C(=O)NCC(=O)OC2CCOC2=O)cc1 (stereo unspecified)
  5	-7
> CC12C=CC3(CN(Cc4ccccc4)C(=O)C3C1C(=O)NC1CC1)O2 (stereo unspecified)
  4	-2
> CC1CCCN(Cc2nc3c(c(=O)n(C)c(=O)n3C)n2CCCc2ccccc2)C1 (stereo unspecified)
  15	15
> CC(C)n1nnnc1-c1cc(Cl)cc(Cl)c1
  1	-19
> CCOC(=O)CCCNC(=O)CCNC(=O)c1ccc(OCC)cc1
  -3	7
> CN(C)S(=O)(=O)c1cccc(C(=O)NCCc2ccccc2)c1
  9	-3
> c1ccc(-c2[nH]ncc2-c2nc3ccccc3[nH]2)cc1
  -13	-6
> Clc1ccc(C2=CSC3=NCCN23)cc1Cl
  -4	-2
> CCC(/C=N/NC(=O)C1COc2ccccc2O1)CC (stereo unspecified)
  -15	-22
> S=C(NCc1ccco1)Nc1cccc(Cl)c1
  -3	-1
> Cc1ccc(-n2cnnn2)c2cccnc12
  -6	-26
> CCCC(C)NC(=O)COC(=O)c1ccc(Cl)c(S(N)(=O)=O)c1 (stereo unspecified)
  5	-8
> CN(C)CC(=O)N1c2ccccc2CCc2ccc(NC(=O)c3ccc(N)cc3)cc21
  7	5
> CCOc1ccc(C(=O)OC2CCN(C)CC2)cc1
  -23	-8
> CCc1cc2c(SCC(=O)C(C#N)=C3N(C)c4ccccc4N3C)ncnc2s1
  7	-1
> COc1ccc(C2C=C(C)Nc3nc(SC)nn32)cc1 (stereo unspecified)
  -22	18
> COc1ccc(C(=O)COC(=O)C(CCSC)NS(=O)(=O)c2ccc(Cl)cc2)cc1 (stereo unspecified)
  -3	-5
> COc1ccc(OC(=O)Nc2ccccc2)cc1
  -56	-5
> CCOc1ccc(CCNC(=O)C2CCN(C(=O)N(C)C)CC2)cc1OCC
  -6	-4
> CCn1ncc(C2=NOC(C(=O)Nc3cccnc3)C2)c1C (stereo unspecified)
  0	0
> CCOC(=O)N1CCN(C(=O)CN(C2CCCCC2)S(=O)(=O)c2ccc(C)cc2)CC1
  3	2
> CC(=O)NN1C(=O)/C(=C\c2ccc(C)cc2)SC1=S
  -8	-2

Continued:
Values run as follows: LGR2 antag	ARNT TACC3 PPI
> COc1cccc(NC(=O)CNC(=O)c2ccc(F)cc2)c1
  -11	-4
> O=C(CSc1nnc(CNC(=O)c2c(F)cccc2Cl)o1)Nc1ccccc1
  10	-4
> COc1cc(OC)c(C(=O)CCC(=O)O)cc1OC
  -2	-4
> CN(C)Cc1ccccc1Cc1ccccc1
  5	-4

In a second layout: 4 of the compounds above
Cc1ccc(-n2cnnn2)c2cccnc12
  LGR2 antag: -6 | ARNT TACC3 PPI: -26
CCCC(C)NC(=O)COC(=O)c1ccc(Cl)c(S(N)(=O)=O)c1 (stereo unspecified)
  LGR2 antag: 5 | ARNT TACC3 PPI: -8
CN(C)CC(=O)N1c2ccccc2CCc2ccc(NC(=O)c3ccc(N)cc3)cc21
  LGR2 antag: 7 | ARNT TACC3 PPI: 5
CCOc1ccc(C(=O)OC2CCN(C)CC2)cc1
  LGR2 antag: -23 | ARNT TACC3 PPI: -8
